HCMV inh: blocks human cytomegalovirus replication; HFF cells, HCMV-luciferase reporter, 72 h; stronger effect = lower value; activity change, negative = inhibition, % at 57.5 µM; 4.5% of 410,000 active; in the data active means activity change below about -60%; inconclusive means no clear call, values can overlap the other calls; inactive means above about -39%
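Two compound doses tested in HFFs infected with HCMV-luciferase, MOI 1 PFU/cell, 72 h at 37C. Lysate luminescence read with OneGlo; data normalized against buffer-only and 10uM Salinomycin inhibitor controls.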
Giardia FBPA inh: inhibitors of Giardia lamblia fructose-1,6-bisphosphate aldolase; purified Giardia FBPA; AID 2451; Potency, µM (highest dose often 59.6 µM), without a hit: top-dose activity, negative = inhibition, hits mostly inhibitors; 0.71% of 290,000 active; further: potency means the concentration at half of the fitted maximal effect; nearly all actives have a fitted effect of over 55% in size
Target sequence (A8B2U2 whole entry, looked up): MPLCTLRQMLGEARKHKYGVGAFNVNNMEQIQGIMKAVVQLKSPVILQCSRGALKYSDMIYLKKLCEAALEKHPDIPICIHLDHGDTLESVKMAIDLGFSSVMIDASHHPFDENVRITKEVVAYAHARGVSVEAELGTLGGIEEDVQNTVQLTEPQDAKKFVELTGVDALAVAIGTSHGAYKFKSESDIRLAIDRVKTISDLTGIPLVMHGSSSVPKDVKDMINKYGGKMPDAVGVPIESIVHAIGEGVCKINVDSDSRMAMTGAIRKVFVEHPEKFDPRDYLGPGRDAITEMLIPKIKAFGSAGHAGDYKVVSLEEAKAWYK
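40 nM FBPA preincubated 10 min at RT with compound (up to 57.5 uM final), then substrate plus GAPDH/TPI/NAD/arsenate coupling and diaphorase/resazurin added. Fluorescence read after 20 min at RT, 525/598 nm.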
AmpC inh detg: inhibitors of E. coli AmpC beta-lactamase with detergent. AmpC hydrolysis of nitrocefin, absorbance 480 nm, 0.01% Triton. Potency, µM (series often up to 114 µM), without a hit: at the highest dose activity change, negative = inhibition, hits mostly inhibitors. 0.041% of 370,000 active. AID 485294;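 further: potency means the concentration at half of the fitted maximal effect; 0% = no-compound wells and -100% = no-enzyme wells; nearly all actives have a fitted effect of over 25% in size; some results filed as inactive show a strong effect at the top dose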
Target sequence (P00811 whole entry, looked up): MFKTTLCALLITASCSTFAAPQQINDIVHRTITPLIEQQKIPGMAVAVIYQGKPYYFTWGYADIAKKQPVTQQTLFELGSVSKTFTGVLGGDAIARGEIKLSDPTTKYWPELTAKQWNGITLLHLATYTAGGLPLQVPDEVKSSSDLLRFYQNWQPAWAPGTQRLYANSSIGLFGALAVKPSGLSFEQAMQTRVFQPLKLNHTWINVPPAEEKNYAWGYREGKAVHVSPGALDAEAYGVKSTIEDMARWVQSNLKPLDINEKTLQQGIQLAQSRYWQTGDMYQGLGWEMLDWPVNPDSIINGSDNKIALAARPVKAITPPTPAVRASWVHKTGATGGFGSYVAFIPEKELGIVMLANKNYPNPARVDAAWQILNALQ
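AmpC (5.3 nM in the dispensed reagent) in 20 mM phosphate pH 7.0 with 0.01% (detergent screen) or 0.0001% Triton X-100 was preincubated with compounds for 15 min at room temperature. Nitrocefin was then added from an 800 uM solution, and hydrolysis was followed at 480 nm.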
Sm TGR block: inhibitors of Schistosoma mansoni thioredoxin glutathione reductase; Q962Y6; purified TGR, DTNB reduction, TNB absorbance 405 nm; Potency, µM (series often up to 114 µM), inactives show at the highest dose activity change, negative = inhibition, hits mostly inhibitors; 3% of 360,000 active; further: potency means the concentration at half of the fitted maximal effect; nearly all actives have a fitted effect of over 60% in size
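Kinetic colorimetric format: TGR-catalysed, NADPH-driven DTNB reduction monitored via TNB absorbance. Enzyme dispensed at 20 nM; compound exposure 15 min at room temperature before reaction start.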
AMA1-RON2 inh: disrupts binding of P. falciparum AMA1 to RON2; AlphaScreen AMA1-biotinylated RON2 peptide binding; AID 720542; 0.2% of 360,000 active; Potency, µM (titrated, usually from 58.2 µM), without a hit: at the top dose activity change, negative = inhibition, hits mostly inhibitors;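 further: potency means the concentration at half of the fitted maximal effect; 0% = vehicle wells and -100% = peptide control; nearly all actives have a fitted effect of over 45% in size; some results filed as inactive show a strong effect at the top dose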
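AMA1 (3D7) with his tag at 25 nM final met compounds first, then biotinylated RON2 peptide at 25 nM; detection used donor plus acceptor beads, 10 µg/mL apiece, read by AlphaScreen after 30 min at room temperature.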
HCV inh: blocks hepatitis C virus; Potency, µM (doses to about 41.8 µM), for inactives: at the top dose activity change, negative = inhibition, most hits filed as inhibitors; 3.4% of 340,000 active; AID 651820; Huh7.5.1 HCVcc-Cre infection, luciferase reporter, 44 h; further: potency means the concentration at half of the fitted maximal effect
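HCVcc-Cre virus at an moi near 0.5 was added right after compound to cells cultured 4 h from seeding (1,000 cells/well). Luciferase activity was determined 44 h later, 15 min after substrate addition at RT.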
An asterisk follows results filed as active; ? = inconclusive; nt = no result given; & = joins results of further samples; [ ] = dose if it differs, or a comment. Unless noted, the call rests on the fitted dose curve; in most records, active means well fitted curve in the direction sought with a large enough effect; inconclusive means small, poorly fitted or top-dose-only effect, or another doubt; inactive means no such curve, though single readings can be large; an effect the other way counts as inactive or inconclusive. Unless noted, on the % scale 0 is the no-effect control and ±100 the full control effect.

structure	Sm TGR block	AmpC inh detg	HCV inh	Giardia FBPA inh	HCMV inh	AMA1-RON2 inh
CCC(=O)OCc1c(C(F)(F)F)nn(C)c1Oc1cccc(C(F)(F)F)c1	0.0%	-2.3%	16.7%	-6.5%	-21.8	18.2%
Nc1c(-c2cccs2)cnn1-c1nc(-c2ccc(Cl)cc2Cl)cs1	19.8%	1.1%	?	-1.5%	?	5.3%
COc1ccc(-n2c(=O)c3ccccc3n(CC(=O)OCc3ccccc3)c2=O)cc1OC	4.0%	4.8%	6.9%	-2.3%	-27.7	13.0%
Cc1ccc(Cn2cccc(NC(=O)NC3CCCCC3)c2=O)cc1	-36.2%	-0.6%	-29.6%	-6.3%	-12.1	-5.0%
CCC(C)NC(=O)CSC1=Nc2ccccc2C2=NC(c3ccccc3)C(=O)N12 (centres undefined)	-21.3%	-0.4%	9.4%	1.0%	7.8	2.8%
Cc1ccc(-c2noc(-c3ccc(N4CCCC4)c([N+](=O)[O-])c3)n2)cc1	-13.9%	13.2%	nt	nt	?	nt
Cc1cc(=O)[nH]c(N/N=C/c2ccccn2)n1	-1.8%	-6.5%	1µM*	?	-99.9*	-41.6%
COCC(=O)Nc1ccc(N2CCCC2)c(S(=O)(=O)Nc2ccccc2OC)c1	4.8%	5.9%	2.8%	nt	0.0	-6.9%
COc1cccc2cc(C(=O)N3CCc4ccccc4C3)c(=O)oc12	12.9%[11.4 µM]	-7.4%	10.2%	-2.7%	-33.5	0.0%
Cc1ccccc1N1CCN(C2CCCN(C(=O)COc3ccccc3)C2)CC1 (centres undefined)	2.1%	-4.1%	nt	1.8%	-38.0	-12.3%
CCCN1C(=O)CSC1=Nc1ccccc1	17.0%	-0.7%	9.3%	4.7%	-30.5	-4.1%
CCc1nc(N2CCCC2C(=O)O)c2oc3ccccc3c2n1 (centres undefined)	2.9%	1.6%	13.1%	11.3%	-17.8	2.4%
CC(C)(C)OC(=O)N[C@@H](Cc1ccccc1)c1nnc(S(=O)(=O)Cc2ccccc2)o1	0.631µM*	17.8µM*	nt	0.3%	109.3	nt
Cc1ccc(N(CC(=O)NCC(O)c2ccccc2)S(=O)(=O)c2ccc(C)cc2)cc1 (centres undefined)	-12.2%	-9.7%	2.9%	-7.9%	28.9	9.7%
O=Cc1cnc(N2CCOCC2)nc1	-9.4%	?	-3.4%	5.0%	-14.4	-13.6%
NC(=O)c1ccc(-n2c(CCC(=O)O)ccc2-c2cccs2)cc1	2µM*	?	10.9%	3.5%	6.2	-6.8%
COc1ccc(Cl)cc1C(=O)Nc1cccnc1	3.0%	-4.0%	?	7.7%	29.5	-0.5%
CCOC(=O)c1ccc(CN(Cc2ccccc2)S(=O)(=O)c2ccc(C)cc2)cc1	6.7%	-5.3%	nt	nt	0.0	nt
CN1CCC[C@@H]1CCNC(=O)c1cccc2c1C(=O)c1ccc(N3CCCC3)cc1S2(=O)=O	nt	nt	9.3%	nt	-28.8	-1.6%
Nc1nc(N2CCN(c3ccc(Cl)cc3)CC2)n[nH]1	nt	-2.8%	1.8%	2.5%	8.5	-2.7%
CC(C)c1ccc(Nc2cc(C(=O)NC3CCCCC3)c3ccccc3n2)cc1	1.8%	0.1%	nt	nt	-17.5	nt
CC(C)NC(=O)CN1CCN(Cc2nc(C(c3ccccc3)c3ccccc3)no2)CC1	-3.4%	0.6%	14.1%	3.2%	?	-5.2%
CCOCCCNC(=O)N1CCOCC1	-7.8%	0.8%	-3.6%	2.7%	-12.8	-0.9%
CCc1cccc(NS(=O)(=O)c2c(C)[nH]c(=O)[nH]c2=O)c1	-9.2%&-16.0%	-1.9%&11.8%	10.7%	3.4%	-37.3&4.7	-1.3%
CS(=O)(=O)Oc1ccc2c(c1)O/C(=C\C=C\c1ccccc1)C2=O	?	-8.6%	-16.1%	-7.2%	-3.6	-1.2%
N#Cc1ccccc1OCC(=O)Nc1ccc2c(c1)OCCCO2	10.3%	3.8%	-23.5%	-2.5%	31.8	10.6%
O=C(CC1Oc2ccccc2NC1=O)NCCCN1CCCC1=O (centres undefined)	-4.2%	-7.1%	6.6%	2.4%	31.4	22.2%
O=[N+]([O-])c1ccc2c(c1)c(-c1ccccc1)nc1nncn12	-7.0%	-2.7%	3.2%	1.2%	17.8	-4.6%
COC(=O)c1ccc(N/C(C)=C/C(=O)c2ccc(C)o2)cc1	-16.2%	-0.4%	6.3%	-9.7%	65.7	1.9%
Cc1[nH]c(=S)[nH]c(=O)c1Cc1ccc(OCC(C)C)cc1	30.0%	1.3%	10.2%	0.8%	-0.7	6.5%
Cc1cccc(C(=O)N/N=C2/SCC(=O)N2Cc2ccccc2)c1	nt	-14.3%	17.8%	-5.0%	-29.6	-9.5%
NC(=Nc1ccc(N)cc1)C(N)=Nc1ccc(N)cc1	?	-13.0%	12.1%	?	-65.5*	13.9%
COc1ccc(-c2nnc(SCC(=O)NNC(=O)Cc3ccccc3)n2C)cc1OC	1.1%	?	2.5%	4.2%	?	85.3%[activator]
O=C(Nc1ccccc1Oc1ccccc1)c1ccccc1F	-0.6%	-13.7%	-3.9%	10.8%	-25.6	34.6%[activator]
Cc1cccc(NC(=O)c2c(N)sc3c2CCC(C)C3)c1 (centres undefined)	-24.0%	-1.6%	nt	nt	-28.7	nt
Cc1cc2c(cc1C)NC1(C(=O)Nc3ccccc31)C1=C(CC(C)(C)CC1=O)N2 (centres undefined)	-15.3%	-5.2%	-7.3%	-3.7%	19.3	-3.5%
CC1CN(S(=O)(=O)c2ccccc2)C(C)CN1S(=O)(=O)c1ccccc1 (centres undefined)	-10.6%	-13.9%	7.4%	2.3%	31.1	-11.9%
CCOC(=O)c1c(NC(=O)c2cc(-c3ccc(Cl)cc3)on2)sc(C)c1C	3.3%	21.8%	nt	nt	5.1	nt
CCc1noc(C)c1C(=O)N1CCC(CCC(=O)Nc2cccc(OC)c2)CC1	-22.3%	-4.8%	?	0.5%	101.7	-6.1%
Cc1cc(C)nc(N2CCC(C(=O)NCc3ccccc3F)CC2)n1	nt	0.9%	-10.1%	4.1%	-12.3	13.6%
C#CCOCCOCCOCCNc1nc(N2CCN(C(=O)[C@H]([C@@H](C)CC)n3cc([C@@H](N)CC(C)C)nn3)CC2)nc(N2CCN(C(=O)[C@H](CCCCN)n3cc([C@@H](N)C(C)CC)nn3)CC2)n1 (some centres undefined)	-22.8%	-1.9%	5.1%	-1.3%	nt	23.1%
CNc1ccc2nc3ccccc3[n+](C)c2c1	6.31µM*	2.7%	3.16µM*	-17.4%	-100.9*	?
Cc1ccccc1CN1C(=O)c2ccccc2Sc2ccc(C(=O)NC3CCCC3)cc21	-7.3%	15.9%	nt	nt	-3.9	nt
O=C(Nc1cccc(-c2ccc(N3CCOCC3)nn2)c1)c1ccc([N+](=O)[O-])cc1	0.1%	-7.3%	?	nt	31.5	-0.1%
CC(=O)c1cnc2c(-c3cccc(Br)c3)cnn2c1C	-18.4%	-6.8%	-4.3%	0.7%	35.8	38.0%[activator]
CCCCOc1ccc(CSc2n[nH]c(C)n2)cc1	-24.7%	-0.2%	?	-5.4%	-32.5	26.2%
Cc1ccc(OCCN2C(=O)c3ccccc3C2=O)c(C)c1	1.2%	-5.1%	0.2%	8.2%	-5.4	11.2%
O=C(O)c1cccc(Nc2ccnc(Nc3cccc(C(=O)O)c3)n2)c1	-6.3%	?	14.7%	-16.8%	82.3	-5.1%
COC(=O)c1sccc1NC(=O)C1CC=CCC1C(=O)O (centres undefined)	3.4%	14.3%	12.5%	1.3%	-11.8	0.3%
COc1ccc(CNC(=O)CCCN2C(=O)c3cccnc3Oc3ccc(Cl)cc32)cc1	3.2%	13.9%	nt	nt	0.0	nt
CCn1c2ccccc2c2nn(C)c(=N)nc21	0.7%	1.5%	-19.3%	-5.6%	-17.9	-3.2%
CCCC(=O)Nc1ccccc1-c1nnn(CC(=O)Nc2ccc(OC)cc2)n1	-2.7%	1.5%	?	0.8%	-15.1	2.7%
Cc1cc(C)nc(-n2nc(C)c3c2N(Cc2ccccc2F)C(=O)CC3c2ccc(Cl)cc2)n1 (centres undefined)	4.2%	12.9%	nt	nt	-28.3	nt
CCOC(=O)c1ccccc1NS(=O)(=O)c1ccc(OCC)cc1	4.6%	-6.3%	?	6.6%	-16.7	16.2%
CC(NC(=O)Cc1ccsc1)c1ccc(S(N)(=O)=O)cc1 (centres undefined)	1.2%	-1.9%	9.2%	-5.5%	2.0	-3.9%
COc1cn(-c2ccccc2)nc1C(=O)NCc1ccccc1	7.0%	8.2%	?	-6.3%	-24.5	8.4%
Cc1nc2nc(-c3ccco3)nn2c(C)c1Cl	22.4µM*	-9.8%	-9.5%	0.2%	196.4	-11.7%
COc1ccc(CNc2nc3c(-c4cccc(C)c4)nnn3c3ccccc23)cc1	-0.3%	0.5%	nt	nt	41.4	nt
CCC1CCCN1Cn1cnc2c([nH]c3ccc(Cl)cc32)c1=O (centres undefined)	0.0%	?	?	-3.2%	12.1	11.0%
CC(=O)c1cccc(OC(=O)c2ccc3c(=O)n4c(nc3c2)CCC4)c1	8.3%	9.5%	40.1%[activator]	nt	nt	-14.3%

Carrying on:
structure	Sm TGR block	AmpC inh detg	HCV inh	Giardia FBPA inh	HCMV inh	AMA1-RON2 inh
O=C(CN1C(=O)c2cccnc2Oc2ccc(Cl)cc21)Nc1ccc(F)cc1	-1.5%	-9.8%	-26.4%	2.0%	88.6	3.3%
O=C(NCc1ccc2c(c1)OCO2)C1CCN(S(=O)(=O)c2cccs2)CC1	2.0%	-22.8%	7.1%	-2.2%	8.6	-12.9%
Nc1ccc(Nc2ccncc2[N+](=O)[O-])cc1	-2.8%	2.0%	10.5%	1.2%	-10.7	-3.8%
COc1ccc(C(=O)OCC(=O)NC(=O)Nc2ccccc2F)c(OC)c1	nt	nt	-19.5%	nt	39.7	13.2%
COc1ccccc1CCC(=O)Nc1cccc(S(=O)(=O)N2CCOCC2)c1	-20.0%	?	?	2.9%	18.6	4.5%
CC(C)C(=O)Nc1ccc(C(=O)NNC(=S)NC(=O)c2ccccc2[N+](=O)[O-])cc1	-2.0%	-5.0%	4.2%	13.4%	-21.7	165.4%[activator]

Full records from above. Order of screens: Sm TGR block, AmpC inh detg, HCV inh, Giardia FBPA inh, HCMV inh, AMA1-RON2 inh
Listed for O=C(O)c1cccc(Nc2ccnc(Nc3cccc(C(=O)O)c3)n2)c1 = -6.3%, ?, 14.7%, -16.8%, 82.3, -5.1%
Listed for Nc1c(-c2cccs2)cnn1-c1nc(-c2ccc(Cl)cc2Cl)cs1 = 19.8%, 1.1%, ?, -1.5%, ?, 5.3%
Listed for O=C(Nc1ccccc1Oc1ccccc1)c1ccccc1F = -0.6%, -13.7%, -3.9%, 10.8%, -25.6, 34.6%[activator]
Listed for C#CCOCCOCCOCCNc1nc(N2CCN(C(=O)[C@H]([C@@H](C)CC)n3cc([C@@H](N)CC(C)C)nn3)CC2)nc(N2CCN(C(=O)[C@H](CCCCN)n3cc([C@@H](N)C(C)CC)nn3)CC2)n1 (some centres undefined) = -22.8%, -1.9%, 5.1%, -1.3%, nt, 23.1%

Compound activity as filed in PubChem BioAssay.
